# CCT modulator: High-Throughput Screening for Modulators of Cytosolic Chaperonin Activity | purified chaperonin ATPase assay, HTRF ADP detection, 30 min | activity change, % (concentration not given with the values), hits read low | 0.3% of 360,000 active | AID 651819, 2012; in the data active means activity change below about -30%; further: on the % scale 0 is the no-effect control and ±100 the full control effect
#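 Nucleotide hydrolysis assay: TRiC at 20–40 nM final (set by batch activity) with 10 uM ATP, 30 min at 37 °C, in presence of 76 uM compound. Detection by competitive ADP HTRF, 30 min ambient.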
# EPAC1 ag: qHTS for Agonist of cAMP-regulated guanine nucleotide exchange factor 3 (EPAC1): primary screen. Rap guanine nucleotide exchange factor 3 (Homo sapiens), O95398. EPAC1 agonist qHTS, biochemical assay; response scale: 100% = response to 6.5 mM cAMP. Potency, µM (titrated, usually from 154 µM), inactives show top-dose activation, most hits filed as activators. 0.073% of 360,000 active. AID 720707, 2013; further: potency means the concentration at half of the fitted maximal effect; nearly all actives have a fitted effect of over 60% in size
#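 EPAC1 100 nM, Rap1B–BODIPY-GDP 250 nM, unlabeled GDP 50 uM; compound titration; 5 min RT; kinetic read ex480/em540 at 5-min intervals ×30 min; data normalized to 6.5 mM cAMP agonist control.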
# EPAC1 antag: qHTS for Antagonist of cAMP-regulated guanine nucleotide exchange factor 3 (EPAC1): primary screen | Rap guanine nucleotide exchange factor 3 (Homo sapiens), O95398 | EPAC1 GEF assay, Rap1b-BODIPY-GDP exchange fluorescence | Potency, µM (highest dose often 115 µM), for inactives: at the top dose activity change, negative = inhibition, most hits filed as inhibitors | 0.14% of 360,000 active | AID 720709, 2013;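 further: potency means the concentration at half of the fitted maximal effect; plate controls were vehicle for no effect and positive control for full effect; nearly all actives have a fitted effect of over 50% in size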
# WRN helicase inh: qHTS for Inhibitors of WRN Helicase. Potency, µM (highest dose often 114 µM), for inactives: top-dose activity change, negative = inhibition, most hits filed as inhibitors. 0.46% of 360,000 active. WRN helicase unwinding, fluorescent forked duplex, kinetic. Bifunctional 3'-5' exonuclease/ATP-dependent helicase WRN (Homo sapiens), Q14191. AID 651768, 2012; further: potency means the concentration at half of the fitted maximal effect; on the % scale 0 is the no-effect control and ±100 the full control effect; nearly all actives have a fitted effect of over 55% in size
# Target sequence (Q14191 whole entry, looked up): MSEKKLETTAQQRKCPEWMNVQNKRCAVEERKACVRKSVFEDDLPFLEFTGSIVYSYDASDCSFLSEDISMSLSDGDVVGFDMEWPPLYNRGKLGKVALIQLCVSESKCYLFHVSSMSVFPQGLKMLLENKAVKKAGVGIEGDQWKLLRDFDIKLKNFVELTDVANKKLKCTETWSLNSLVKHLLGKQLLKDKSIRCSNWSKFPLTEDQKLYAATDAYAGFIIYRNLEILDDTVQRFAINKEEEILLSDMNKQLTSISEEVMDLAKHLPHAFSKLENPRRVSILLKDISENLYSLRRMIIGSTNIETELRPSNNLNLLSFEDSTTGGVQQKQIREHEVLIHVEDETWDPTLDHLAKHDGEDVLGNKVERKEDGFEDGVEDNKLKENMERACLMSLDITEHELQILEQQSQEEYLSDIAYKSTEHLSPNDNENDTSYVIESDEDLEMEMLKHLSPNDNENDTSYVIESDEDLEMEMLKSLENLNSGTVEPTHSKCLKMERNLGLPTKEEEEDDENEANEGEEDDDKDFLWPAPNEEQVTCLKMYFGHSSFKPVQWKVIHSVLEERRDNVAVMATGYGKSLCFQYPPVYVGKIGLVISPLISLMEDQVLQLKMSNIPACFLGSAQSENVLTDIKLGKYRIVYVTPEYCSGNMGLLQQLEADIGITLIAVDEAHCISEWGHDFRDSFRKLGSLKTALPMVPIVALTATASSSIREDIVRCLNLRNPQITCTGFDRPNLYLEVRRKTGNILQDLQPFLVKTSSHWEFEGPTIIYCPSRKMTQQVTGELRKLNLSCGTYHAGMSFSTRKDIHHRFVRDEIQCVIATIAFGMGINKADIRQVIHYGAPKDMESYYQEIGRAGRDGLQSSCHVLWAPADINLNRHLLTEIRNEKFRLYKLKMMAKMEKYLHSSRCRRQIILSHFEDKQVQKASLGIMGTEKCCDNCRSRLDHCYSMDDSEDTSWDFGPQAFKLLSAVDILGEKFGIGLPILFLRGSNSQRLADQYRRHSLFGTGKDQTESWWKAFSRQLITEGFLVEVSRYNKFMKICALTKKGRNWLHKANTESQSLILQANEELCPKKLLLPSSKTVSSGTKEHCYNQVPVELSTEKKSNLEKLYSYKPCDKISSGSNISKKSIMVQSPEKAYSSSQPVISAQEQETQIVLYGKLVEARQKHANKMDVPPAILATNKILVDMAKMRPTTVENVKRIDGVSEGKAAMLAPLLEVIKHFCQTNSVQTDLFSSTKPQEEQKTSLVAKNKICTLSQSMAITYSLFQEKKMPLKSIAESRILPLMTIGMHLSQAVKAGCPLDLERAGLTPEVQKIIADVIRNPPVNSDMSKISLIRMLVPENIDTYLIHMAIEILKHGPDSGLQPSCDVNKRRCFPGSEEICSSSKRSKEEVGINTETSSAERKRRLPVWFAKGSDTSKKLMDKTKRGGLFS
#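 Fluorescence dequenching readout, ex 525 nm/em 598 nm, kinetic mode: forked duplex DNA (100 nM final) with adjacent fluorophore and quencher unwound by WRN (20 nM final) with 2 mM ATP. Compound preincubation 15 min, room temperature.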
# PLK1 PBD block: qHTS for Inhibitors of PLK1-PDB (polo-like kinase 1 - polo-box domain): Primary Screen; Serine/threonine-protein kinase PLK1 (Homo sapiens), P53350; Plk1 PBD binding of FITC phosphopeptide, fluorescence polarization; Potency, µM, for the others: max response, negative = inhibition, actives largely listed as inhibitors; 2.8% of 360,000 active; further: potency means the concentration at half of the fitted maximal effect; series mostly up to about 57 µM; on the % scale 0 is the no-effect control and ±100 the full control effect; nearly all actives have a fitted effect of over 65% in size
# IL-2 act: qHTS of IL-2 Activators | IL-2 activation reporter assay, cell-based qHTS; stimulated with anti-CD3/CD4/CD28 beads; in transgenic mouse T cells | activation, % (series mostly up to about 46 µM) | 0.065% of 360,000 active | AID 652025, 2013; in the data active means activation above about 50%; inconclusive means mostly about 30% to 49%; further: 0% is about no effect
#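 Readout: EGFP and DsRed signals by fluorescent plate cytometry. Unstimulated transgenic mouse T cells received compound 60 min before antibody-bead stimulation, then incubated 18 h at 37 degrees C.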
# PI5P4K alpha inh: qHTS for Inhibitors of phosphatidylinositol 5-phosphate 4-kinase (PI5P4K); PI5P4Kalpha enzyme, ADP-Glo luminescence, 60 min; hits give low values; max response, %; 1.2% of 330,000 active; active means max response of -50% or lower; inconclusive means between -30% and -50%; inactive means -30% or higher; further: value at the top dose of about 77 µM; on the % scale 0 is the no-effect control and ±100 the full control effect
#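 Controls without substrate or without enzyme flank wells where PI5P4Kalpha converts substrate using 5 microM ATP (final). Incubation lasts 60 minutes at room temperature; ADP formed is read by ADP-Glo luminescence.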
# EPAC2 agonist: qHTS for Agonist of cAMP-regulated guanine nucleotide exchange factor 4 (EPAC2): primary screen; EPAC2 activation, biochemical qHTS; response scale: 100% = 6.5 mM cAMP response; AID 720711, 2013; Rap guanine nucleotide exchange factor 4 (Homo sapiens), Q8WZA2; Potency, µM (highest dose often 154 µM), for the others: at the highest dose activation, hits mostly activators; 0.079% of 360,000 active; further: potency means the concentration at half of the fitted maximal effect; nearly all actives have a fitted effect of over 50% in size
#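 Compounds were added across a concentration range to EPAC2 (100 nM), RAP1B-BODIPY-GDP (250 nM) and GDP (50 uM). After 5 min at room temperature, fluorescence was recorded at 5-min intervals for 30 min.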
# An asterisk follows results filed as active; u = inconclusive; x = no result given; [ ] = remark or other dose. Unless noted, the call rests on the fitted dose curve; in most records, active means well fitted curve in the direction sought with a large enough effect; inconclusive means small, poorly fitted or top-dose-only effect, or another doubt; inactive means no such curve, though single readings can be large; an effect the other way counts as inactive or inconclusive. An excerpt; count on the stated rates, not on these rows.
SMILES,CCT modulator,EPAC1 ag,EPAC1 antag,WRN helicase inh,PLK1 PBD block,IL-2 act,PI5P4K alpha inh,EPAC2 agonist
Cn1c(=O)n(CC(=O)NCC2CCCO2)c(=O)c2c3c(sc21)COC(C)(C)C3 (stereo not given),-0.2,-2%,-17%,-5%,-6%,1.6,-1,2%
Cn1c2ccccc2c2c(C(=O)N3CCN(c4ccccn4)CC3)cn(C3CCCC3)c(=O)c21,-0.7,2%,-6%,-5%,-6%,0.0,6,5%
COc1cc(/C=N/NC(=O)CC2C(=O)NN=C2C)ccc1O (stereo not given),-1.3,-1%,-4%,-4%,-2%,1.8,-2,5%
CCOC(=O)C1(C)CCN1C(=O)COc1ccccc1 (stereo not given),-2.4,4%,1%,18%[57.1 µM],-11%,-0.6,-4,4%
COc1cccc2[nH]c(C(=O)NC(C)c3ccccc3)cc12 (stereo not given),-1.2,-2%,-3%,0%,-10%,0.3,9,15%
Cc1cccc(C)c1OCCN1C(=O)NC(C)(c2ccccc2)C1=O (stereo not given),0.4,-10%,-26%,0%,-8%,-6.0,3,10%
Cc1[nH]nc2c1[C@@H](c1ccccc1[N+](=O)[O-])C(C#N)=C(N)O2,-5.3,4%,-12%,-8%,-34%,-2.3,-14,3%
Cc1ccc(S(=O)(=O)N2[C@@H](c3ccc(Cl)cc3)C(C(=O)O)=CC[C@H]2c2ccc(Cl)cc2)cc1,0.6,-1%,u,-8%,u,1.2,1,-7%
Cc1noc(C)c1C(=O)N1CCN(Cc2ccc3c(c2)OCO3)CC1,-1.7,10%,12%,-1%,-9%,-1.7,x,10%
COc1ccc(OC(C)C(=O)Nc2cccc(OC)c2)cc1 (stereo not given),2.0,2%,-6%,-12%,-6%,1.8,1,-8%
COc1ccc(S(=O)(=O)N(C)CC(=O)NCc2cccnc2)cc1Cl,2.1,3%,-1%,-13%,-4%,0.9,x,8%
O=C(CC1Sc2ccccc2NC1=O)Nc1ccccc1[N+](=O)[O-] (stereo not given),-4.0,-2%,-5%,3%,-14%,-0.7,1,-5%
O=c1oc(-c2cccs2)nc2sc3c(c12)CCCC3,-1.2,1%,-10%,-7%,-7%,-1.5,x,10%
CCOc1ccc(N(CC(=O)N2CCCCC2)S(=O)(=O)c2ccc(Cl)cc2)cc1,1.0,3%,1%,6%,-5%,-0.4,-1,9%
CS(=O)(=O)N(CC(=O)N1CCCCCC1)c1cc(Cl)ccc1Cl,0.3,2%,3%,-7%,-5%,0.7,6,12%
CCC1(c2ccccc2)NC(=O)N(CC(=O)Nc2ccc3c(c2)CCC3)C1=O (stereo not given),1.5,2%,-12%,-6%,-2%,-1.3,1,10%
Nc1ccc(C(=O)Nc2nc3ccccc3s2)cc1,-0.3,-6%,-13%,-14%,-1%,-2.0,1,6%
Nc1cc(=O)[nH]c(SCC(=O)NCC2CCCO2)n1 (stereo not given),1.1,4%,4%,-2%,-4%,1.3,-2,-6%
CCc1ccc(/C(C)=N/NC(=O)CNC(=O)/C=C/c2ccccc2OC)cc1,-0.3,-7%,-3%,0%,-9%,-0.2,-7,3%
Cc1ccc(S(=O)(=O)N2CCN(C(=O)CN3C(=O)CNC3=O)CC2)cc1,0.9,2%,-9%,5%,2%,0.7,1,-1%
Cc1cc(N2CCOCC2)n2nc(C)c(-c3ccccc3Cl)c2n1,1.0,-7%,22%,-1%[57.1 µM],0%,-1.0,4,-7%
C[C@@H]1CN([C@@H](C)CO)C(=O)c2c(c3ccccc3n2C)-c2ccccc2CO[C@H]1CN(C)S(=O)(=O)c1ccc(C#N)cc1,-2.5,13%,-4%,-5%,-15%,-3.7,5,14%
O=C(NCC1CCN(Cc2ccccc2Cl)CC1)Nc1ccccc1F,-1.2,-1%,0%,4%,4%,-2.0,-4,8%
OC[C@H]1OC(Nc2ccc(N=Nc3ccccc3)cc2)[C@@H](O)[C@@H](O)[C@@H]1O (stereo not given in full),-1.0,2%,18%,10%,2%,1.4,-7,1%
CN(Cc1c(F)cccc1Cl)C(=O)CCc1c[nH]c2ccccc12,0.1,0%,-7%,-19%,1%,0.0,-2,11%
COc1ccc2[nH]cc(C(=O)CN(C)CCc3ccc(OC)c(OC)c3)c2c1,-0.9,-12%,-10%,1%,-27%,-1.9,3,7%
O=C(Nc1ccccc1)c1ccc2c(c1)OCO2,1.5,-1%,11%,5%[57.1 µM],-5%,-0.6,-6,3%
CS(=O)(=O)N1CCCC(C(=O)N2CCN(c3cccc(Cl)c3)CC2)C1 (stereo not given),-2.2,12%,-14%,-1%,-16%,0.0,0,9%
COc1cnn(-c2ccccc2)c(=O)c1SCc1ccc(Cl)cc1Cl,-2.1,7%,-19%,-15%,u,-0.9,5,20%
COC(=O)C1=NNC(C(=O)OC)C1c1ccccc1 (stereo not given),-2.7,5%,8%,1%,3%,-1.4,12,0%

# Another view of 4 compounds above:
molecule	CCT modulator	EPAC1 ag	EPAC1 antag	WRN helicase inh	PLK1 PBD block	IL-2 act	PI5P4K alpha inh	EPAC2 agonist
COc1cnn(-c2ccccc2)c(=O)c1SCc1ccc(Cl)cc1Cl	-2.1	7%	-19%	-15%	u	-0.9	5	20%
CS(=O)(=O)N1CCCC(C(=O)N2CCN(c3cccc(Cl)c3)CC2)C1 (stereo not given)	-2.2	12%	-14%	-1%	-16%	0.0	0	9%
CN(Cc1c(F)cccc1Cl)C(=O)CCc1c[nH]c2ccccc12	0.1	0%	-7%	-19%	1%	0.0	-2	11%
O=C(NCC1CCN(Cc2ccccc2Cl)CC1)Nc1ccccc1F	-1.2	-1%	0%	4%	4%	-2.0	-4	8%

# Next section:
SMILES,CCT modulator,EPAC1 ag,EPAC1 antag,WRN helicase inh,PLK1 PBD block,IL-2 act,PI5P4K alpha inh,EPAC2 agonist
O=C(NC1=NCCS1)c1ccc2c(c1)C(=O)N(Cc1ccco1)C2=O,-0.8,2%,6%,-11%[57.1 µM],-4%,-1.8,x,-7%
Cn1c(SCC(=O)NC(C)(C)C)nc(O)cc1=O,-1.0,-4%,5%,-6%,-4%,-2.3,x,8%
CC(C)c1ccccc1NC(=O)COC(=O)/C=C/c1cccc([N+](=O)[O-])c1,-0.2,1%,-6%,3%,15µM*,-4.3,u,3%
CC1(C)CC(=O)c2cc(OCC(=O)NCC3CCCO3)ccc2O1 (stereo not given),-3.5,4%,9%,1%,-9%,4.2,x,-4%
COc1ccc(/C(C)=N/Nc2nncc3ccccc23)cc1,-1.2,0%,3%,-2%,1%,-3.4,1,1%
CCc1nc2c(OCc3ccc(OC(F)F)cc3)cccn2c1N(C)C(=O)c1ccco1,-1.3,-3%,-4%,-7%,-1%,-0.3,2,1%
NC(=O)c1cc(S(=O)(=O)NC2CCCCC2)co1,0.0,-1%,21%,-2%,3%,-1.5,x,1%
COc1ccc(C)cc1NC(=O)CN1CCN(S(=O)(=O)c2ccc3ccccc3c2)CC1,-2.1,8%,1%,-9%,-4%,-0.3,10,9%
CC1CCCN(C(=O)C2COc3ccccc3O2)C1 (stereo not given),0.3,2%,-10%,6%,-20%,-3.3,1,8%
COc1ccc(C2=NNC(c3cccnc3)=Nc3ccccc32)cc1,-1.1,-4%,2%,-9%,0%,-1.1,-1,-8%
CCN(C(=O)Cc1c(C(=O)O)n(C)c2ccccc12)c1ccc(F)cc1,-1.5,9%,-5%,-29%,-16%,4.4,-1,8%
COc1ccccc1S(=O)(=O)N1CCn2cccc2C1C (stereo not given),-4.3,8%,-10%,-33%,-15%,0.2,-8,-2%
O=S1(=O)CC/C(=N\Nc2ccc(F)cc2)c2ccsc21,-1.3,-2%,-2%,-9%,-2%,0.4,-8,8%
COc1ccc(-n2c(-c3ccc(C)cc3)n[nH]c2=S)cc1,0.3,-5%,-25%,7%,-3%,-0.3,-10,-4%
CN1CCN(CC(O)COc2ccc(Cl)cc2)CC1 (stereo not given),-1.4,-3%,10%,1%,-4%,-0.5,-3,7%
CSCCC(NC(N)=O)C(=O)Nc1cccc(S(=O)(=O)N2CCOCC2)c1 (stereo not given),2.6,0%,4%,2%,0%,0.0,-7,-1%
OCC[C@@H]1C[C@H](O)[C@@H](O)[C@]2(OCCc3cc(Cl)ccc32)O1,-1.3,2%,15%,5%,-13%,-0.1,-4,15%
CC(=O)c1ccc(-c2cnc3c(NC=O)cc(-c4cnn(C)c4)cn23)cc1,0.5,-26%,-15%,1%[57.1 µM],-21%,-0.8,-57*,1%
O=C(O)c1ccccc1-c1nc(-c2ccccc2)c(-c2ccccc2)[nH]1,-1.6,-6%,-6%,-15%,-5%,-1.0,-1,4%
COc1cccc(-n2c(SCC(=O)NCCc3ccccc3)nnc2-c2ccoc2C)c1,0.9,-2%,0%,0%,2%,1.3,-3,-8%
O=C(NCCc1c[nH]c2ccccc12)/C(=C/c1cccnc1)NC(=O)c1cccs1,-1.1,-4%,-16%,0%,-3%,-1.4,1,1%
CC1Cc2ccccc2N1C(=O)Cn1cnc2ccccc2c1=O (stereo not given),-3.3,1%,7%,0%,0%,3.1,0,-4%
Cc1cc(NC(=O)CSc2nnc(-c3ccco3)n2Cc2ccccc2)no1,1.8,4%,3%,5%[57.1 µM],-8%,-2.6,-6,-4%
O=C(CCNC(=O)c1ccc([N+](=O)[O-])cc1)Nc1cccc(S(=O)(=O)N2CCOCC2)c1,0.3,-8%,u,0%,0%,2.5,0,-4%
Cc1cccc(NC(=O)CN2CCCN(S(=O)(=O)c3ccc(Br)s3)CC2)c1,-0.8,6%,-5%,-13%,21µM*,-0.4,-8,10%
Cc1ccc(C(=O)NCCN2C3=NC[C@H](C)N3C[C@H]2Cc2ccc(O)cc2)cc1Br,0.9,2%,6%,-5%,-9%,-3.6,4,0%
CCN(c1ccc(NC(=O)COC(=O)CCc2cc(OC)c(OC)c(OC)c2)cc1)C(C)C,1.1,-1%,21%,11%,-1%,-2.8,2,10%
O=C(Cc1ccc(Br)cc1)Nc1ccc(Cl)cc1,-1.1,-6%,-8%,-12%,-1%,-0.7,-7,7%

# High-throughput results as filed in PubChem.
